# Screening data: PubChem, several laboratories
# Yfh1-depleted yeast: enhancers of respiration in Yfh1-depleted yeast, dose response, Friedreich's ataxia, plus single-dose screen (AID 1465); S. cerevisiae Yfh1-off respiration, WST-1 reduction, 72 h; higher fold induction means a stronger effect; fold induction at 50 µM, or EC50 in µM where a hit was titrated; actives 0.074% (n = 220,000);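 active = fold induction of absorbance versus untreated yeast above a set limit, then at least 30% activation at any dose in follow-up; inconclusive = repeats straddling the limit, or above it without dose testing; inactive = fold induction below the set limit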;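 note: activators that raise dye reduction in frataxin-depleted yeast; strong numbers were not always called active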
# XIAP displacement: small molecules displacing peptide from XIAP – biochemical, IAP family, fluorescence polarization (AID 1018). XIAP BIR domain, fluorescence polarization peptide displacement; higher % means a stronger effect. actives 0.007% (n = 200,000). displacement, % at 20 µM, or IC50 in µM where a hit was titrated; in the data active = displacement above about 50%; note: a part of the inactive calls stands beside numbers as strong as those of hits
# Dengue-2 NS5 capping: flavivirus cap methylation enzyme inhibition – biochemical, confirmation dose response, primary screen (AID 588689) | actives 0.3% (n = 340,000) | Dengue-2 NS5 methyltransferase capping enzyme assay, biochemical; higher % means a stronger effect | inhibition, % at 25 µM; hits with a dose series show IC50 in µM; in the data active = a potency from the dose series; inconclusive = inhibition above about 29% without an active follow-up result
# RSV antiviral HEp-2: inhibition of RSV-induced cytopathic effect – HEp-2 cells, primary 10 µM value included (AID 2391); HEp-2 cells, RSV-induced CPE inhibition; higher % means a stronger effect; CPE inhibition, % at 10 µM; hits with a dose series show IC50 in µM; actives 0.13% (n = 310,000); in the data active = a potency from the dose series; inconclusive = CPE inhibition mostly from about 23% at the one dose, without a potency; inactive = the rest, 99 in 100 with CPE inhibition below about 21%; note: strong numbers were not always called active
# SV40 large T antigen: SV40 large T antigen inhibitors, biochemical (AID 1903); one-dose inhibition, % at 20 µM; IC50 in µM for titrated hits; actives 0.39% (n = 310,000); SV40 large T antigen ATPase/helicase inhibition assay; higher % means a stronger effect; in the data active = a potency from the dose series; inconclusive = inhibition mostly from about 32% at the one dose, without a potency; inactive = the rest, 99 in 100 with inhibition below about 32%; note: strong numbers were not always called active
# CSM14.1 death rescue: protection against thapsigargin-triggered cell killing – 384-well, CSM14.1, ATP luminescence, primary screen (AID 1222); CSM14.1 thapsigargin-induced death rescue, ATP luminescence; higher % means a stronger effect; cellular ATP content (survival), % at 20 µM; hits with a dose series show EC50 in µM; 190,000 tested, under 10 active;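 active = EC50 below 50 µM in the dose-response confirmation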;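 note: death triggered by thapsigargin at about 15 µM added after 2 h compound pretreatment; cell ATP read after overnight thapsigargin exposure of roughly 18 to 22 hours; normalized against plate controls of thapsigargin alone and 5% DMSO vehicle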
# WT yeast gro inh: growth inhibition of WT yeast, mitochondrial fusion screen; inhibition, % at 10 µM; actives 2.1% (n = 190,000); mitochondrial fusion phenotypic screen, WT strain; in the data active = inhibition above about 58%; tested in S. cerevisiae
# West Nile antiviral: West Nile virus antiviral activity, cell-based, CPE readout (AID 1621); CPE inhibition, % at 10 µM; hits with a dose series show IC50 in µM; actives 0.02% (n = 290,000); West Nile virus-infected cells, CPE inhibition; higher % means a stronger effect; in the data active = a potency from the dose series; inconclusive = CPE inhibition mostly from about 3.7% at the one dose, without a potency; inactive = the rest, 99 in 100 with CPE inhibition below about 2.2%; note: strong numbers were not always called active
# UTI89 phage lysis: protection from phage-mediated lysis, alamar blue read-out – E. coli UTI89, K1F phage, bacterial capsule biogenesis inhibitors (AID 488966). E. coli UTI89 K1F phage lysis, alamar blue, 2 h; higher % means a stronger effect. inhibition, % at 100 µM; hits with a dose series show IC50 in µM. actives 0.02% (n = 340,000);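 active = phage lysis inhibition, versus mean bacterial control, above a set limit; inconclusive = no clear call, values can overlap the other calls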;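 note: capsule biogenesis inhibitors block K1F phage lysis so surviving cells raise fluorescence; higher fluorescence means more inhibition of phage lysis; actives were called in the ten point dose series up to 300 µM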
# WT yeast gro inh mutant strain: further read-out of WT yeast gro inh, marked with its call; inhibition, %; mitochondrial fusion phenotypic screen, mutant strain inhibition
# Dengue-2 NS5 capping pilot replicate: also measured in Dengue-2 NS5 capping; calls as there; inhibition, %; measured here: pilot screen replicate inhibition
# * hit, by the source's call; i = inactive; ? = inconclusive; . = no result given; [ ] = another dose, or the depositor's remark.
SMILES,Yfh1-depleted yeast,XIAP displacement,Dengue-2 NS5 capping,RSV antiviral HEp-2,SV40 large T antigen,CSM14.1 death rescue,WT yeast gro inh,WT yeast gro inh mutant strain,West Nile antiviral,UTI89 phage lysis,others
CN1CCN(CCCNC(=O)c2cc3c(=O)n(C)c4ccccc4c3s2)CC1,i,-2.8%,4%,-1.2%,1%,-2.4%,9,8,1.3%,0.9%,
CC(=O)c1ccc(-c2nnc(CCC(=O)N(C)Cc3cccc4cnccc34)o2)s1,i,-3.8%,-8%,1.6%,4%,0.8%,-5,9,-0.3%,i,
Cc1nc(SCC(=O)Nc2c(C)n(C)n(-c3ccccc3)c2=O)[nH]c(=O)c1Cc1ccccc1,i,-8.1%,-8%,1.8%,13%,2.2%,4,10,0.3%,-2.3%,
CC1CCCC(C)N1C(=O)COC(=O)CNC(=O)C12CC3CC(CC(C3)C1)C2 (stereo unspecified),.,.,3%,-1.2%,14%,.,.,.,.,1.2%[50 µM],
FC(F)(F)c1cc(C(F)(F)F)c2ccc(N3CCOCC3)nc2n1,.,.,-3%,1.1%,15%,.,.,.,-0.8%,0.2%,
Cc1ccc(NCc2nnc(SCC(=O)N(Cc3ccccc3)C(C)(C)C)o2)c(C)c1,i,-3.9%,4%,-0.3%,7%,0.0%,34,22,-1.2%,0.1%,
COc1cc(C(O)P(=O)(OCCC(C)C)c2ccc(N(C)C)cc2)cc(OC)c1OC (stereo unspecified),i,.,-12%,0.7%,8%,.,.,.,0.0%,-1.2%,
O=C(CCCC(=O)NCc1ccccc1)NCc1ccccc1,i,-7.2%,0%,1.0%,5%,-1.3%,-10,-10,-0.3%,2.3%,
COc1ccc(-n2nnc3c(=O)n(CC(=O)N4CCC(Cc5ccccc5)CC4)cnc32)cc1,i,-9.7%,0%,0.9%,14%,-1.0%,16,6,0.0%,1.6%,
COc1ccc(-n2ncc3c(=O)n(CC(=O)N4CCCc5ccccc54)cnc32)cc1,i,-5.2%,-10%,1.4%,2%,0.5%,2,-10,0.7%,1.8%,
O=C(Nc1cccc(C(F)(F)F)c1)C1CCCCC1,i,-7.0%,-10%,1.3%,.,-3.5%,-7,-33,-0.1%,0.3%,
CCCCNC(=O)c1cc2cc(OC)ccc2[nH]1,i,.,.,2.7%,4%,.,.,.,0.2%,.,
CCOC(=O)C1=C(c2ccccc2)NC(=O)NC1c1ccc(OC)cc1 (stereo unspecified),i,-2.0%,-7%,4.6%,-6%,-1.5%,3,-6,-0.5%,-0.1%,
Cc1sc2ncnc(SCC(=O)N3CCN(C(=O)c4ccco4)CC3)c2c1C,i,-1.5%,-4%,1.9%,4%,8.1%,-13,-6,0.8%,2.8%,
Cc1ccccc1NC(=O)CNC(=O)Cc1cccc2ccccc12,.,.,3%,-1.2%,6%,.,.,.,.,1.3%[50 µM],
CC(C)(C)C1CCC(C(=O)NNC(=O)c2ccncc2)CC1 (stereo unspecified),.,.,1%,-0.1%,26%,.,.,.,.,0.0%[50 µM],
O=C(COC(=O)c1ccc2c(c1)OCO2)Nc1nc(-c2ccccc2)cs1,i,-1.6%,.,1.7%,4%,0.8%,7,13,-0.4%,0.2%,
CCN(CC)CCNS(=O)(=O)c1ccc2[nH]cc(C(=O)O)c(=O)c2c1,i,-5.2%,-1%,1.9%,12%,-1.0%,-2,3,0.3%,0.7%,
NS(=O)(=O)c1ccc(NS(=O)(=O)c2cccs2)cc1,i,-3.4%,3%,-0.8%,3%,-2.4%,-17,-13,-0.2%,0.2%,
O=S(=O)(NC1CC1)c1ccc(S(=O)(=O)N(Cc2ccccn2)C2CC2)cc1,i,.,-2%,-0.5%,3%,.,.,.,-0.5%,0.5%,
CC(C)(C)NCc1cc(Cl)ccc1OCc1ccccc1F,i,-3.1%,-6%,-0.3%,5%,-1.8%,8,0,-1.1%,0.2%,
Cc1ccc(S(=O)(=O)N2[C@@H](c3ccc(Cl)cc3)C(C(=O)O)=CC[C@H]2c2cccc(Cl)c2)cc1,.,.,23%,3.8%,37%,.,.,.,.,-7.0%,
CCOc1ccc(NC(=O)NC2CC(=O)N(c3ccc(OC)cc3)C2)cc1 (stereo unspecified),i,-2.1%,-8%,1.9%,8%,0.0%,8,9,-0.4%,0.2%,
Clc1ccc(Cn2ncc3c(NCc4ccccc4)ncnc32)c(Cl)c1,i,-3.4%,.,-0.6%,0%,-0.8%,2,-9,-0.7%,.,
O=C(CSc1nnc(CNC(=O)c2c(F)cccc2Cl)o1)NCc1ccc2c(c1)OCO2,i,-4.9%,-4%,1.8%,25%,-2.7%,-18,32,-0.1%,-0.8%,
CC12C(=O)N(CCC(=O)O)C(=O)C1C1C=CC2C1 (stereo unspecified),i,-0.5%,4%,1.2%,17%,.,0,-10,0.4%,0.5%,
CCCN(S(=O)(=O)c1ccc(OCC)cc1)S(=O)(=O)c1cccs1,i,-2.9%,1%,-0.3%,10%,0.2%,4,4,-0.2%,0.1%,
O=C1C2C3C=CC(c4ccccc4)(C2C(=O)N1c1cccc(Cl)c1)C1C(=O)N(c2cccc(Cl)c2)C(=O)C31 (stereo unspecified),i,-8.7%,-2%,10%,1%,-0.9%,15,8,-0.7%,-3.4%,
CC(C)NC(=O)C(=O)NCCC1CCCCN1S(=O)(=O)c1cccs1 (stereo unspecified),.,.,7%,0.8%,4%,.,.,.,.,1.3%[50 µM],
O=C(CN1C(=O)CCC1=O)Nc1nc(-c2ccc(Oc3ccccc3)cc2)cs1,i,-9.8%,-2%,5.8%,2%,-2.9%,-1,-13,-0.1%,6.4%,

# Grouped by structure, the entries above containing an NH in an aromatic ring.
SMILES,Yfh1-depleted yeast,XIAP displacement,Dengue-2 NS5 capping,RSV antiviral HEp-2,SV40 large T antigen,CSM14.1 death rescue,WT yeast gro inh,WT yeast gro inh mutant strain,West Nile antiviral,UTI89 phage lysis,others
Cc1nc(SCC(=O)Nc2c(C)n(C)n(-c3ccccc3)c2=O)[nH]c(=O)c1Cc1ccccc1,i,-8.1%,-8%,1.8%,13%,2.2%,4,10,0.3%,-2.3%,
CCCCNC(=O)c1cc2cc(OC)ccc2[nH]1,i,.,.,2.7%,4%,.,.,.,0.2%,.,
CCN(CC)CCNS(=O)(=O)c1ccc2[nH]cc(C(=O)O)c(=O)c2c1,i,-5.2%,-1%,1.9%,12%,-1.0%,-2,3,0.3%,0.7%,

# Three consecutive entries out of the list so far:
SMILES,Yfh1-depleted yeast,XIAP displacement,Dengue-2 NS5 capping,RSV antiviral HEp-2,SV40 large T antigen,CSM14.1 death rescue,WT yeast gro inh,WT yeast gro inh mutant strain,West Nile antiviral,UTI89 phage lysis,others
CN1CCN(CCCNC(=O)c2cc3c(=O)n(C)c4ccccc4c3s2)CC1,i,-2.8%,4%,-1.2%,1%,-2.4%,9,8,1.3%,0.9%,
CC(=O)c1ccc(-c2nnc(CCC(=O)N(C)Cc3cccc4cnccc34)o2)s1,i,-3.8%,-8%,1.6%,4%,0.8%,-5,9,-0.3%,i,
Cc1nc(SCC(=O)Nc2c(C)n(C)n(-c3ccccc3)c2=O)[nH]c(=O)c1Cc1ccccc1,i,-8.1%,-8%,1.8%,13%,2.2%,4,10,0.3%,-2.3%,

# Continued:
SMILES,Yfh1-depleted yeast,XIAP displacement,Dengue-2 NS5 capping,RSV antiviral HEp-2,SV40 large T antigen,CSM14.1 death rescue,WT yeast gro inh,WT yeast gro inh mutant strain,West Nile antiviral,UTI89 phage lysis,others
COc1ccc(-c2csc(NC(=O)c3ccc(N4C(=O)CCC4=O)cc3)n2)cc1,i,-0.4%,-11%,-0.1%,2%,0.1%,-14,-2,0.2%,-0.2%,
Cn1c(SCC(=O)Nc2nccs2)nnc1-c1ccco1,i,-2.7%,-7%,2.1%,24%,-3.3%,8,-1,0.0%,0.3%,
CC(=O)Nc1ccccc1C(=O)C(=O)Nc1ccc(F)c(Cl)c1,.,.,-5%,0.6%,10%,.,.,.,-0.2%,0.2%,
O=C(NCC1CCCO1)c1c(O)c2cccc3c2n(c1=O)CC3 (stereo unspecified),i,-6.5%,1%,0.6%,6%,-3.3%,4,12,-0.2%,1.2%,
CC(OC(=O)c1ccccc1NS(=O)(=O)c1cccc(C(F)(F)F)c1)C(=O)N(C)Cc1ccccc1 (stereo unspecified),i,-7.0%,-7%,18%,4%,1.9%,29,13,-1.6%,0.0%,
COc1ccc(Cl)cc1NC(=O)C1CCCN(c2ncnc3c2nc2n3CCCCC2)C1 (stereo unspecified),.,.,-4%,21%,12%,.,.,.,0.9%,0.4%,
O=C(O)c1cccc(Cn2c(Cl)c(/C=N/NC(=O)c3cc4ccccc4cc3O)sc2=O)c1,i,.,9%,8.4%,?,.,.,.,-0.3%,-1.1%[50 µM],
O=C(NCC(=O)N(CC1CCCO1)C1(C(=O)NC2CCCCC2)CCCCC1)c1ccccc1 (stereo unspecified),i,-2.5%,-9%,-1.4%,4%,0.0%,18,17,-1.1%,1.1%,
COc1ccc(N2CCN(CCNC(=O)c3nnc(Cc4c(F)cccc4Cl)o3)CC2)cc1,i,-3.3%,6%,-0.3%,18%,-1.8%,83*,-0.1*,-0.6%,0.7%,Dengue-2 NS5 capping pilot replicate=-1.4
O=C(Nc1ccccc1N1CCCCC1)c1cccc(F)c1,i,-4.1%,1%,?,0%,-2.0%,40,24,0.4%,2.5%,Dengue-2 NS5 capping pilot replicate=6.4
COc1ccc2[nH]c3c(=O)n(CCCN4CCOCC4)cnc3c2c1,i,.,-8%,0.0%,17%,.,.,.,0.0%,-0.2%,
Cc1cc(C(=O)COC(=O)c2n[nH]c3ccccc23)c(C)n1C,i,-2.5%,2%,0.8%,7%,-4.9%,-9,-52,-0.1%,-0.1%,
COc1ccc2c(c1)[nH]c1c(=O)n(CCN(C)C)cnc12,i,-5.0%,-4%,-0.8%,2%,0.8%,16,1,1.0%,-0.1%,
COc1ccc(S(=O)(=O)N2CCN(Cc3cccc(OC)c3)CC2)cc1,.,.,-15%,3.2%,5%,.,.,.,-1.3%,-0.7%,
CC/C(O)=C1\C(=O)CC(C)(C)CC1=Nc1ccccc1C,i,-4.6%,-1%,2.6%,5%,-1.7%,-14,3,-1.8%,12%,
COc1ccc(N2CC(C(=O)NC3=NCCS3)CC2=O)cc1 (stereo unspecified),i,-4.3%,-3%,1.4%,-1%,0.3%,12,-7,-0.8%,-0.1%,
COc1ccc(-n2nc3c(c2NC(=O)c2ccc(S(=O)(=O)N4CCOCC4)cc2)CS(=O)C3)cc1 (stereo unspecified),i,-5.2%,-4%,0.6%,22%,0.0%,6,4,-0.3%,0.3%,
O=C(CSc1n[nH]c(-c2cccnc2)n1)Nc1ccc(Br)cc1,.,.,-4%,8.8%,31%,.,.,.,0.2%,i,
COC(=O)COc1ccccc1C(N)=O,i,-8.8%,-6%,-0.1%,6%,0.1%,8,19,0.2%,0.6%,Dengue-2 NS5 capping pilot replicate=2.1
